TRPC6 act: mouse TRPC6 channel activators, primary screen, cell-based, HEK293, membrane potential dye | Short transient receptor potential channel 6 (Mus musculus), Q61143 | HEK293-TRPC6 membrane potential dye fluorescence; hits give high values | B-score at 10 µM | 310,000 compounds, 0.13% hits | AID 2550, 2010;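 active = B-score of the integrated fluorescence ratio above library mean plus 3 SD, and starting fluorescence ratio within library mean plus 5 SD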;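 also: higher score means more depolarization so channel activation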
MrgX1 PAM: positive allosteric modulators of MrgX1, primary screen, HEK293 cells, Fluo-4 calcium flux; Mas-related G-protein coupled receptor member X1 (Homo sapiens), Q96LB2; B-score at 10 µM; 310,000 compounds, 0.63% hits; AID 588675, 2011; FDSS; hits give high values;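 active = plate-corrected calcium response at least 3 library SD above typical, normal starting fluorescence, not activating the receptor alone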;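 also: compound read alongside a low EC10 to EC30 dose of BAM8-22 agonist; peak minus trough fluorescence over baseline measured at the second addition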
TMEM16A act: TMEM16A chloride channel activators or potentiators, primary screen, cell-based, HTS. Anoctamin-1 (Mus musculus), Q8BHY3. HEK293 TMEM16A/YFP-H148Q/I152L, iodide quench fluorescence; hits give low values. B-score at 10 µM. 340,000 compounds, 0.3% hits. AID 623877, 2012;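 active = fluorescence-ratio B-score plate-corrected deviation score at least 3 library SD below zero, with starting fluorescence score within 5 deviations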;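 also: channel opened by trigger with iodide after compound preincubation; score built on the fluorescence ratio of max minus min over baseline; more negative score means more quench and so TMEM16A activation or potentiation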
TRPC4 potent: positive allosteric modulators of TRPC4, primary screen, cell-based, mouse TRPC4beta, HEK293 mu-opioid, Fluo-4 calcium; Short transient receptor potential channel 4 (Mus musculus), Q9QUQ5; DAMGO EC20, Fluo-4 Ca2+ flux; hits give high values; B-score at 10 µM; 310,000 compounds, 0.42% hits; AID 2227, 2009;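 active = B-score of calcium response area above 5 SD of library B-scores, with initial fluorescence ratio within 5 SD of library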;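 also: B-score of integrated fluorescence ratio over time as area under calcium response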
Target sequence (Q9QUQ5 whole entry, looked up): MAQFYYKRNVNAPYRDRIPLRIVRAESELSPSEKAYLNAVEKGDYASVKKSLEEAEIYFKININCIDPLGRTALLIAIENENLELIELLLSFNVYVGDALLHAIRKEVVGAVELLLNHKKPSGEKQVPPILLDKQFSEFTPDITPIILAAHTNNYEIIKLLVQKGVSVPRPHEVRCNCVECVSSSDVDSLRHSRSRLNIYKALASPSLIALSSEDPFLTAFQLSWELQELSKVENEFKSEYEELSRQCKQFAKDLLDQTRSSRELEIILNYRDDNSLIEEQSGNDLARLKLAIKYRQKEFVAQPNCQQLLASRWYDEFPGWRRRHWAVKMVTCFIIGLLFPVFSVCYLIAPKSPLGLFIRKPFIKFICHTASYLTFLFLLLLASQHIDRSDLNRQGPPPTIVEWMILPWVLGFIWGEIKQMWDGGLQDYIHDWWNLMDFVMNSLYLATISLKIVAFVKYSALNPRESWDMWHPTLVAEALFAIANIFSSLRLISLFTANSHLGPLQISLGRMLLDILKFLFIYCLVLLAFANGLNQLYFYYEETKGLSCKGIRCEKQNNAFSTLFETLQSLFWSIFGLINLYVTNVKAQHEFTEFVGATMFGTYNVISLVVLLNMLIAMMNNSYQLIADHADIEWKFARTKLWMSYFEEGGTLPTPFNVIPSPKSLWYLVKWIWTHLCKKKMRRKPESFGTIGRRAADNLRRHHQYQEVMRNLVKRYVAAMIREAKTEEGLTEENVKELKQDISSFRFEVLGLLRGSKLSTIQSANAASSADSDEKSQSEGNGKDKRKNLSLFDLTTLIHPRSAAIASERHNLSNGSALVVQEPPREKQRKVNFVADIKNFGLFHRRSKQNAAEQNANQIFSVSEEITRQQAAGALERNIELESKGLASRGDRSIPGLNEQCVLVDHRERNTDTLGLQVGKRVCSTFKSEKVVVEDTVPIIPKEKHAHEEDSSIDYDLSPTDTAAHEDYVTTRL
TRPC4 inh: inhibitors of mouse TRPC4 channel, primary screen, Fluo4 calcium, HEK293 TRPC4beta/mu-opioid cells; B-score at 10 µM; 300,000 compounds, 0.39% hits; DAMGO-evoked Fluo4 calcium flux; hits give low values;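 active = B-score over 3 SD under the library average, no early fluorescence shift, positive overall ratio signal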
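Assay system – HEK293 line stably carrying TRPC4beta and mu-opioid receptor · Doses – single dose · Detection – Fluo4 calcium-dye fluorescence, kinetic read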
MrgX1 agonist: agonists of human MrgX1 receptor, primary screen, HEK293 cells, Fluo-4 calcium flux | Mas-related G-protein coupled receptor member X1 (Homo sapiens), Q96LB2 | AID 588627, 2011 | B-score at 10 µM | Fluo-4 calcium fluorescence, agonist mode; hits give high values | 310,000 compounds, 0.44% hits;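 active = calcium response B-score plate-corrected fluorescence ratio at least 3 library SD, with starting fluorescence B-score inside 5 SD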
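Material – MrgX1-expressing HEK293 cells · Input – 15,000 cells seeded per well · Dosing – compound as first of three additions · Times – overnight seeding, then 1 h dark dye loading · Measured by – kinetic Fluo-4 NW fluorescence of intracellular calcium · Read-out – B-scored fluorescence response ratio · Benchmarks – positive and negative control wells on each plate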
TRPC4 act: activators of mouse TRPC4 channel, primary screen, Fluo4 calcium, HEK293 TRPC4beta/mu-opioid cells; Short transient receptor potential channel 4 (Mus musculus), Q9QUQ5; 310,000 compounds, 0.49% hits; Fluo4 calcium fluorescence; hits give high values; AID 2237, 2010; B-score at 10 µM;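 active = B-score above 5 SD of library B-scores, and initial fluorescence ratio not above library mean plus 5 SD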;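 also: positive B-score marks a calcium rise read as TRPC4 activation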
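system = HEK293 cells stably co-expressing mouse TRPC4beta and mu-opioid receptor | schedule = Fluo4 dye loading 45 min at room temperature, 110 s recording | measure = B-scored integrated calcium fluorescence ratio | signal = Fluo4 calcium-sensitive dye fluorescence, kinetic, 1 Hz baseline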
ANO1 block: TMEM16A chloride channel inhibitors, primary screen, cell-based, HTS. Anoctamin-1 (Mus musculus), Q8BHY3. HEK293 TMEM16A/YFP iodide influx fluorescence, ionomycin. normalized B-score (activity score, 25-100; higher = stronger inhibition) at 10 µM. 310,000 compounds, 1.2% hits;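 active = ratio plate-corrected score three or more library SD toward inhibition, starting fluorescence score within five deviations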;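 also: score derived from kinetic fluorescence span divided by baseline fluorescence per well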
TRPC6 inh: mouse TRPC6 channel inhibitors, primary screen, cell-based, HEK293, membrane potential dye; Short transient receptor potential channel 6 (Mus musculus), Q61143; 310,000 compounds, 1.1% hits; B-score at 10 µM; ACh-evoked depolarization; hits give low values;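 active = B-score under library mean minus 3 SD, initial fluorescence not abnormally high, positive integrated signal ratio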;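 also: B-score derived from integrated fluorescence ratio over the kinetic read; more negative B-score means stronger inhibition of depolarization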
MrgX1 antag: antagonists of human MrgX1 receptor, primary screen, HEK293 cells, Fluo-4 calcium flux | B-score at 10 µM | BAM8-22 antagonism; hits give low values | 310,000 compounds, 1.3% hits | Mas-related G-protein coupled receptor member X1 (Homo sapiens), Q96LB2;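 active = calcium-response B-score plate-corrected more than 3 library SD below zero, starting fluorescence within 5 deviations, no agonist response on first addition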;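 also: peak minus trough fluorescence over baseline after final BAM8-22 challenge near maximal dose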
SKKanGAS inh: S. pyogenes SKKanGAS growth inhibitors in kanamycin, primary screen, streptokinase expression inhibitor project, SKKanGAS strain, BacTiter-Glo luminescence; 300,000 compounds, 1.3% hits; 6 h; AID 1662, 2009; inhibition, % at 7.5 µM;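 active = mean replicate score, as percent of positive control median, at least 50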;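 also: strain carries kanamycin resistance gene driven by streptokinase promoter and grows in 40 µg/ml kanamycin; loss of luminescence reflects streptokinase promoter inhibition or plain growth inhibition; 0% = median of DMSO wells and 100% = positive control at its reference dose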
The depositor's hits bear a star; i = inactive; · = not tested or not shown. Hits appear at their usual frequency. Share with any hit: about 6.7%.

Compound,SKKanGAS inh,TRPC6 act,TRPC6 inh,MrgX1 antag,MrgX1 agonist,TMEM16A act,TRPC4 potent,ANO1 block,TRPC4 inh,TRPC4 act,MrgX1 PAM
C=CCNC(=S)Nc1c(N)n(C)c(=O)n(C)c1=O,-10,i,i,i,i,i,i,i,i,i,i
CCOC(=O)c1cc2c(=O)c3cc(C)ccc3oc2nc1C,4,i,i,i,i,i,i,i,i,i,i
Cc1ccc(SCC(=O)NCc2ccccc2)cc1,-3,i,i,i,i,i,i,i,i,i,i
NNC(=O)c1ccc(COCC(F)(F)F)cc1,-1,i,i,i,i,i,i,i,i,i,i
Cc1cccc(C)c1NC(=O)CNC(=O)c1ccccc1,-1,i,i,i,i,i,i,i,i,i,i
CCCOC(=O)Nc1cc(OC)ccc1[N+](=O)[O-],1,i,i,i,i,i,i,i,i,i,i
O=C(CNC(=O)c1ccco1)Nc1ccc(F)c(Cl)c1,1,i,i,i,i,i,i,i,i,i,i
O=C(Nc1c2c(nn1-c1ccccc1)CS(=O)(=O)C2)c1cc2ccccc2o1,-3,i,i,i,i,i,i,i,i,i,i
COc1ccccc1N1CCN(C(=O)c2ccc(COc3cccc4c3OC(C)(C)C4)cc2)CC1,9,i,i,i,i,i,i,i,i,i,i
CC(Sc1nc(C2CC2)n(-c2ccccc2)n1)C(=O)c1c(N)n(C)c(=O)n(C)c1=O (configuration not stated),-8,i,i,i,i,i,i,i,i,i,i
CCOC(=O)C1CCCN(C(=O)CN2CCN(Cc3ccc(Cl)cc3)C2=O)C1 (configuration not stated),-4,i,i,i,i,·,i,i,i,i,i
CC(C)OP(=O)(c1ccc(N(C)C)cc1)C(O)c1ccc(Br)cc1 (configuration not stated),-1,i,i,i,i,i,i,i,i,i,i
O=C(COC(=O)c1ccc2c(c1)C(=O)N(c1cccc3ncccc13)C2=O)c1ccc(Cl)cc1,3,i,i,i,i,i,i,i,i,i,i
COc1cccc(NC2CC(=O)N(CCc3ccccc3)C2=O)c1 (configuration not stated),-2,i,i,i,i,i,i,i,i,i,i
C=CCn1c(=N)n(CC(=O)OCC)c2ccccc21,-1,i,i,i,i,i,i,i,i,i,i
CCC1CCc2sc(C(=O)NNC(=O)c3ccncc3)cc2C1 (configuration not stated),2,i,i,i,i,i,i,i,i,i,i
Cc1cc(C)nc(NCC(O)CNc2ccccc2Cl)n1 (configuration not stated),-1,i,i,i,i,i,i,25*,i,i,i
Cc1ccc(C(=O)NCCCc2ccccc2)s1,0,i,i,i,i,i,i,i,i,i,i
CC(C)c1nnc(NC(=O)C2CCCN2C(=O)Nc2ccc(F)cc2)s1 (configuration not stated),-18,i,i,i,i,i,i,i,i,i,i
O=C(CN(C(=O)c1csnn1)c1ccc(Br)cc1)NC1CCCCC1,4,i,i,i,i,i,i,i,i,i,i
Nc1c(Br)c(=O)[nH]c(=O)n1-c1ccccc1,-3,i,i,i,i,i,i,i,i,i,i
Cc1nc([N+](=O)[O-])cn1C(C)C,-4,i,i,i,i,i,i,i,i,i,i
COc1cccc(Nc2nc3ccc(OC)cc3s2)c1,7,i,i,i,i,i,i,i,i,i,i
Cc1ccc2sc(-c3ccc(NC(=O)c4cc(-n5cnnc5)ccc4Cl)cc3)nc2c1,10,i,i,i,i,i,i,i,i,i,i
O=C(CSc1nc(-c2ccccc2)cc(C(F)(F)F)n1)NCc1cccs1,-19,i,i,i,i,i,i,i,i,i,i
CN(C)c1ccc(/C=C(\C#N)c2ccccn2)cc1,8,i,i,i,i,i,i,i,i,i,i
Cc1ccc(S(=O)(=O)Nc2nc(C)cc(NN)n2)cc1,-4,i,i,i,i,i,i,i,i,i,i
CCC(CC)C(=O)N1CCN(Cc2nc3ccccc3c(=O)[nH]2)CC1,-6,i,i,i,i,i,i,i,i,i,i
Cc1cccc(NCc2ccc(N(C)C)cc2)n1,-8,i,i,i,i,i,i,i,i,i,i
CN(C(=O)COC(=O)c1ccc(Br)o1)c1c(N)n(Cc2ccccc2)c(=O)[nH]c1=O,-2,i,i,i,i,i,i,i,i,i,i
CCOC(=O)c1c(C2CC2)csc1NC(=O)COC(=O)c1ccc[n+]([O-])c1,10,i,i,i,i,i,i,i,i,i,i
COc1cc(CCC(=O)OCC(=O)Nc2ccc(F)c(F)c2)cc(OC)c1OC,0,i,i,i,i,i,i,i,i,i,i
Cc1cc(C)c(COCc2cc(/C=N/O)c(C)cc2C)cc1/C=N/O,3,i,i,i,i,i,i,i,i,i,i
Cc1nnc(NC(=O)C2CCCO2)s1 (configuration not stated),-10,i,i,i,i,i,i,i,i,i,i
C/C(=N/OC(=O)c1ccccc1)c1oc(C)nc1C,7,i,i,i,i,i,i,i,i,i,i
COc1ccc(-c2csc3ncnc(N4CCN(c5cccc(Cl)c5)CC4)c23)cc1,27,i,i,i,i,i,i,i,i,i,i
O=C1CCCN1C(=O)COc1ccccc1[N+](=O)[O-],2,i,i,i,i,i,i,i,i,i,i
O=C(Nc1ccncc1)C1CCN(S(=O)(=O)c2c(Cl)cccc2Cl)CC1,-2,i,i,i,i,i,i,i,i,i,i
O=[N+]([O-])c1cc(S(=O)(=O)N2CCCC2)ccc1N/N=C/c1cccnc1,7,i,i,i,i,i,i,i,i,i,i
COc1ccc(N2CC(C(=O)N[C@@H](C)C(=O)NCc3ccccc3OC)CC2=O)cc1 (some centres not stated),-5,i,i,i,i,i,i,i,i,i,i
CCC(C)[C@H](NC(=O)N1CC(=O)Nc2ccccc21)C(=O)N[C@@H](C(=O)O)c1ccccc1 (some centres not stated),0,i,i,i,i,i,i,i,i,i,i
O=C1CCC(C(=O)N2CCC(O)(c3ccccc3)CC2)CN1CCc1ccccc1 (configuration not stated),7,i,i,i,i,i,i,i,i,i,i
CCC(CC)C(=O)Nc1cccc(C(=O)N2CCOCC2)c1,-4,i,i,i,i,i,i,i,i,i,i
CCCN(CCO)Cc1ccc(F)c(Br)c1,-4,i,i,i,i,i,i,i,i,i,i
CCOC(=O)c1cnc2cc(F)c(F)cc2c1N1CCN(C)CC1,1,i,i,i,i,i,i,i,i,i,i
Cc1occc(=O)c1OC(=O)Nc1ccccc1,-7,i,i,i,i,i,i,i,i,i,i
CN(C)CCCNC(=O)CC(c1ccccc1)c1ccccc1O (configuration not stated),-1,i,i,i,i,i,i,i,i,i,i
O=C(NNC(=O)C1CCCO1)c1ccc(F)cc1 (configuration not stated),-6,i,i,i,i,i,i,i,i,i,i
COc1ccc(-c2c(C)oc3c(CN4CCCCC4C)c(O)ccc3c2=O)cc1OC (configuration not stated),10,i,i,i,i,i,i,i,i,i,i
CSc1nc(C)cc(OCC#N)n1,-2,i,i,i,i,i,i,i,i,i,i

Continued:
Compound,SKKanGAS inh,TRPC6 act,TRPC6 inh,MrgX1 antag,MrgX1 agonist,TMEM16A act,TRPC4 potent,ANO1 block,TRPC4 inh,TRPC4 act,MrgX1 PAM
COc1cc(/C=C2\N=C3CCCCCN3C2=O)ccc1O,17,i,i,i,i,i,i,i,i,i,i
O=C1c2ccccc2-n2c1nc1ccccc1c2=O,3,i,i,i,i,i,i,i,i,i,i
COc1ccc(NC(=S)N(Cc2ccc(Cl)cc2)Cc2ccc(C(=O)O)cc2)cc1Cl,6,i,i,-4.6*,i,i,i,i,i,i,i
CCC(=O)Nc1cc(NC(=O)CSc2nnc(C(C)C)n2CC)ccc1C,0,i,i,i,i,i,i,i,i,i,i
OCC[C@@H]1C[C@H](O)[C@@H](O)[C@]2(CCCCO2)O1,1,i,i,i,i,i,i,i,i,i,i
O=C(COC(=O)[C@@H]1CC(O)CN1S(=O)(=O)c1ccc2c(c1)OCCO2)Nc1ccccc1F (some centres not stated),-5,i,i,i,i,i,i,i,i,i,i
COc1ccc(NC(=O)CN(c2ccc(OC)c(Cl)c2)S(=O)(=O)c2ccccc2)c(OC)c1,10,i,i,i,i,i,i,i,i,i,i
COc1cc(NC(=O)c2ccc3c(c2)OCO3)ccc1NC(=O)C(C)C,2,i,i,i,i,i,i,i,i,i,i
O=C(OCc1ccc(Cl)c(Cl)c1)c1ccc[nH]1,2,i,i,i,i,i,i,i,i,i,i
O=C(Nc1ccc(Br)cc1Cl)Nn1cnnc1,8,i,i,i,i,i,i,i,i,i,i
CCc1ccc(N2CC(C(=O)Nc3ccc(S(=O)(=O)N4CCCCC4)cc3)CC2=O)cc1 (configuration not stated),-5,i,i,i,i,i,i,i,i,i,i
O=C(Cc1nnc(NC(=O)c2ccccc2)s1)N/N=C/c1ccc(O)cc1,-1,i,i,i,i,i,i,i,i,i,i
N#CCSc1nnc(COc2ccccc2)n1-c1ccccc1,0,i,i,i,i,i,i,25*,i,i,i
c1ccc(-c2onc(-c3ccco3)c2-c2ccc3c(c2)OCO3)cc1,6,i,i,i,i,i,i,i,·,i,i
